CCT modulator: High-Throughput Screening for Modulators of Cytosolic Chaperonin Activity; purified chaperonin ATPase assay, HTRF ADP detection, 30 min; activity change, % (no concentration beside the values), hits read low; 360,000 compounds, 0.3% hits; AID 651819, 2012; in the data active means activity change below about -30%; further: on the % scale 0 is the no-effect control and ±100 the full control effect
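Enzyme 40 or 20 nM (batch-dependent) in Tris pH 7.4/KCl/MgCl2/DTT; cpd 76 uM single point; ATP 10 uM; 30 min 37 °C; Transcreener ADP HTRF detection, 30 min RT; ratio 665/615.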
pAkt inh: HTS Assay for Inhibitors of Akt Phophorylation: Primary Screen; 360,000 compounds, 0.32% hits; activity change, % for hits at 50 µM; AID 651550, 2012; Neuro2A IGF-stimulated pAkt S473 HTRF, 20 min; hits give low values; in the data active means activity change below about -80%; inconclusive means mostly about -51% to -80%; further: on the % scale 0 is the no-effect control and ±100 the full control effect
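Single-point screen (50 µM final compound) in Neuro2A cells stimulated 20 min with 6 nM IGF at 37 deg C. After lysis, Ser473-phosphorylated Akt read by HTRF (ex 330 nm, em 615/665 nm) as the 665/615 ratio.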
Abeta yeast res: qHTS for compounds that reverse cellular toxicity of Amyloid beta (A-beta) peptide in yeast: Primary Screen. AID 1347071, 2019. 410,000 compounds, 0.063% hits. yeast expressing A-beta42, growth rescue, OD600, 48 h; response scale: 0% DMSO, 100% iron-clioquinol control. Potency, µM (highest dose often 46.1 µM), for inactives: at the highest dose growth rescue, usual class: activators; further: potency means the concentration at half of the fitted maximal effect; nearly all actives have a fitted effect of over 55% in size
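Yeast A-beta toxicity model in growth medium with pinned compounds, 48 h at 30 C; growth read as absorbance at 600 nm. Normalized to FeCl3/clioquinol equimolar mix (positive) and DMSO (negative).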
HepG2 tox: qHTS for Inhibitors of TGF-b: Cytotox Counterscreen; 410,000 compounds, 0.76% hits; Potency, µM (doses to about 46.1 µM), inactives show at the highest dose activity change, negative = cytotoxicity, most hits filed as cytotoxic; AID 588856, 2011; HepG2 CAGA-GFP viability, ATP luminescence, 18 h; further: potency means the concentration at half of the fitted maximal effect; some results filed as inactive show a strong effect at the top dose
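CellTiter-Glo luminescence gave cytotoxicity after 18 hours at 37 degrees C. The cells were HepG2 CAGA-GFP in 1% FBS DMEM, stimulated with 500 pg/mL TGF-beta after compound addition. %Activity was normalised to no-cell wells (complete cell-killing) and DMSO (no toxicity), and curves were fitted and classified.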
Nrf2 ARE act: qHTS of Nrf2 Activators | 410,000 compounds, 0.31% hits | Potency, µM (series often up to 46.1 µM), without a hit: top-dose activation, actives largely listed as activators | AREc32 ARE-luciferase reporter (MCF7-derived line), luminescence, 24 h; further: potency means the concentration at half of the fitted maximal effect; % of control where 0% means no effect; nearly all actives have a fitted effect of over 65% in size
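Reporter line AREc32 (ARE-Fluc), seeded overnight in OPTI-MEM with 5% FBS; compound pin-transferred, 24 hr at 37 deg C, 5% CO2; luminescent read-out.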
A549 tox: Nrf2 qHTS screen for inhibitors: counterscreen for cytotoxicity | A549 ARE-Fluc cells, CellTiter-Fluor viability, 18-24 h | Potency, µM (titrated, usually from 46 µM), for the others: at the highest dose activity change, negative = cytotoxicity, usual class: inhibitors | 390,000 compounds, 0.16% hits; further: potency means the concentration at half of the fitted maximal effect; on the % scale 0 is the no-effect control and ±100 the full control effect
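A549 ARE-Fluc cells in 5% FBS OPTI-MEM, 5000 cells/well, rested 2 h then exposed to compounds in concentration-response for 18-24 h at 37 °C. Viability by CellTiter-Fluor fluorescence (Ex 405/Em 525) after 30 min; luciferase luminescence (BugLite, 15 min, RT) read afterwards.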
Nrf2 inh: Nrf2 qHTS screen for inhibitors | A549 ARE-Fluc reporter, luciferase luminescence, 18-24 h | Potency, µM (titrated, usually from 46 µM), inactives show top-dose activity change, negative = inhibition, most hits filed as inhibitors | 360,000 compounds, 2.1% hits | AID 504444, 2011; further: potency means the concentration at half of the fitted maximal effect; on the % scale 0 is the no-effect control and ±100 the full control effect; nearly all actives have a fitted effect of over 60% in size
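Cells were seeded and rested 2 h, then exposed to compounds for 18-24 h. CellTiter-Fluor was read first as a viability measure. BugLite was added 15 min before the final luminescent read of ARE-luciferase activity in A549 cells.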
MmCpn inh: Inhibitors of TCP-1 ring complex (TRiC) of Methanococcus maripaludis (MmCpn): qHTS. Chaperonin Mm-Cpn (Methanococcus maripaludis). purified Mm-Cpn ATPase, ADP Transcreener TR-FRET. Potency, µM (doses to about 76.9 µM), inactives show at the highest dose activity, negative = inhibition, actives largely listed as inhibitors. 330,000 compounds, 0.031% hits. AID 504842, 2011; further: potency means the concentration at half of the fitted maximal effect; on the % scale 0 is the no-effect control and ±100 the full control effect; nearly all actives have a fitted effect of over 80% in size
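TR-FRET (320 nm excitation; 590 and 665 nm emission) reports ADP made from 10 uM ATP by 25 nM enzyme; compounds were preincubated 10 min, reaction run 30 min, both at 37°C.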
TGFb SMAD3 inh: qHTS for Inhibitors of TGF-b; HepG2 CAGA-GFP TGF-b/SMAD3 reporter, GFP fluorescence, 18 h; TGF-beta stimulated, 500 pg/mL final; Potency, µM (series often up to 46.1 µM), for the others: top-dose activity, negative = inhibition, most hits filed as inhibitors; 410,000 compounds, 1.2% hits; AID 588855, 2011; further: potency means the concentration at half of the fitted maximal effect; on the % scale 0 is the no-effect control and ±100 the full control effect; nearly all actives have a fitted effect of over 65% in size
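Per well, imaged GFP fluorescence of HEPG2 CAGA-GFP cells gives the signal; cells get compound, then TGF-beta (500 pg/mL final), 18 h at 37 degrees C; %Activity versus -TGF-beta and +DMSO controls.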
* marks the source's active call; other numbers are inactive results; i = inactive; u = inconclusive; x = no result given; & = joins results of further samples; ! = a repeat was not active; [ ] = dose if it differs, or a comment. Unless noted, the call rests on the fitted dose curve; in most records, active means well fitted curve in the direction sought with a large enough effect; inconclusive means small, poorly fitted or top-dose-only effect, or another doubt; inactive means no such curve, though single readings can be large; an effect the other way counts as inactive or inconclusive.

Values in the order: CCT modulator, pAkt inh, Abeta yeast res, HepG2 tox, Nrf2 ARE act, A549 tox, Nrf2 inh, MmCpn inh, TGFb SMAD3 inh
(1) CCC1(C)Cc2ccccc2C(=S)N1 (stereo not given)
    4.3, i, -4%, -9%, -0.1%, 10%, -1%, 0%, -4%
(2) Cc1cccc(OC(C)C(=O)Nc2nc(-c3cccnc3)cs2)c1 (stereo not given)
    0.2, i, -1%, -15%, 2.1%, x, x, x, -5%
(3) Cc1ccc(S(=O)(=O)N2CCC(=O)N(C(COCc3cccc(C(F)(F)F)c3)C(C)C)CC2)cc1 (stereo not given)
    0.1, i, -4%, -22%, 0.1%, -23%, u, 2%, u
(4) CCOc1ccc(CNC(=O)C2Cc3ccccc3N2C(=O)CC)cc1 (stereo not given)
    x, x, -4%, 4%, -0.9%, 1%, x, x, 0%
(5) Cc1ccc(CN2C(=O)C(C)Oc3ccccc32)cc1 (stereo not given)
    -2.3, i, 0%, -4%, -0.3%, 0%, -8%, 0%, -8%
(6) CC(=O)NCCc1nc2ccccc2n1CCCCOc1ccccc1
    -2.1, i, 7%, -18%, 0.1%, -1%, -3%, -1%, -3%
(7) O=C(C(NS(=O)(=O)c1cccs1)c1ccccc1)N1CCN(c2ccccc2)CC1 (stereo not given)
    -1.8, i, -12%, -17%, 0.3%, 3%, x, -7%, -21%
(8) O=C(NCc1cccc(Br)c1)C1CC(c2cc(C(F)(F)F)cc(C(F)(F)F)c2)=NO1 (stereo not given)
    -0.6, i, -10%, 2%, -0.5%, 1%, 1%, x, 1%
(9) Cc1ccc(N(CC(=O)N2CCOCC2)S(C)(=O)=O)cc1
    0.4, i, 2%, -3%, -0.1%[9.22 µM], 4%, -23%, 0%, 19%
(10) COC(=O)[C@]1(Cc2ccccc2)N[C@H](c2ccc(-c3cc(C(C)=O)cs3)cc2)[C@@H]2C(=O)N(C)C(=O)[C@@H]21
    1.2, i, 13%, 5%, 1.0%, -13%, u, -12%, 6%
(11) Cc1ccc2nc(C)cc(C(=O)NC3CCCCCC3)c2c1
    -2.2, i, -13%, -2%, 1.4%, 3%, -7%, 0%, -9%
(12) O=C(NCCCN1CCCC1=O)c1cccc(NS(=O)(=O)c2ccccc2)c1
    0.9, i, -10%, -3%, 0.2%, -5%, -1%, -2%, -8%
(13) COc1ccc(S(=O)(=O)Cc2ccc(C(=O)NCc3cccs3)o2)cc1
    -2.0, i, -12%, -11%, 0.0%, -14%, u, 3%, 1%
(14) COc1ccc(-c2cc(=O)oc3c(C)c(OCC(=O)N[C@@H](Cc4ccc(O)cc4)C(=O)O)ccc23)cc1
    -3.9, i, -10%, 3%, -0.7%, 10%, -10%, 2%, 14%
(15) CCNS(=O)(=O)c1ccc(NC(=O)Nc2cccc(C(F)(F)F)c2)cc1
    -1.6, i, -7%, -65%, 0.1%, -18%, u, x, 13µM*
(16) C=CCSC(=C(C#N)C#N)c1cc2c([nH]1)CCCC2
    1.1, x, -83%[inhibitor], -97%, u, -10%, u, -1%, u
(17) O=C1c2oc3ccccc3c(=O)c2C(c2ccc(Br)cc2)N1c1ccccn1 (stereo not given)
    x, x, -8%, -4%, -0.3%, 8%, x, x, -2%
(18) Cc1ccc(C(=O)Oc2ccc(Br)cc2C(=S)N2CCOCC2)cc1
    -1.3, i, -18%, 1%, -0.4%, 2%, 10%, 1%, -4%
(19) CCOc1cc(CNC(C)C)c(Cl)cc1OCC(=O)NCCc1ccccc1
    -2.8, i, 2%, 0%, 0.0%, -13%, -23%, 0%, -21%
(20) Cc1ccc(Cl)cc1-n1c(SCC(=O)NCc2ccccc2)nc2n[nH]c(C)c2c1=N
    x, x, 2%, -32%, 6.5%, 5%, x, x, -26%
(21) O=C(NCc1cccn1Cc1ccccc1)Nc1ccc(Br)cc1F
    x, x, -3%, -10%, -1.1%, -7%, u, x, -3%
(22) CCOC(=O)CC1(C)OCC(C[N+]2(C)CCCCC2)O1 (stereo not given)
    -1.3, i, -6%, 7%, -0.6%, -10%, 6%, -3%, 13%
(23) CCCCOC(=O)Nc1nc2ccc([N+](=O)[O-])cc2s1
    -2.4, i, -8%, -2%, -0.6%, 0%, 1%, 1%, 5%
(24) Cc1cc(C)c(C(=O)CSc2nnc(N)s2)cc1C
    -3.2, i, 2%, -16%, -0.2%, -1%, 3%, -1%, -3%
(25) CCc1ccc(/C=C2\SC(=S)N(CCCC(=O)Nc3ccccc3C(=O)O)C2=O)cc1
    -3.5, i, 5%, 8%, -0.5%, 4%, 2%, -3%, -2%
(26) O=C(Nc1ccccc1N1CCCC1)c1cc2ccccc2o1
    0.3, i, -45%[inhibitor], -4%, 15%, 19%, 28%, -11%, u
(27) COc1ccc(S(=O)(=O)N2CCCCC2)cc1C(=O)N1CCCCCC1
    -1.9, i, -5%, 10%, 0.0%, -4%, 4%, x, -16%
(28) COC(=O)[C@@]1(Cc2ccc(OC)cc2)[C@H]2c3cc(C(=O)N4CCCC4)n(CCO)c3C[C@H]2CN1C(=O)c1ccccc1
    -1.1, i, -2%, -1%, 0.7%, -2%, -5%, -1%, u
(29) O=C(NCC(=O)N(c1cccnc1)C(C(=O)NCc1ccco1)c1ccccc1)c1ccco1 (stereo not given)
    0.1, i, 17%, -31%, 0.0%, 4%, -7%, 0%, -1%
(30) COC(=O)C1C(=O)C2=C(CC1C)NC(C)=C(C(=O)OCCOc1ccccc1)C2c1ccc(C)o1 (stereo not given)
    1.2, i, -15%, -15%, 0.1%, -2%, u, -3%, 21%
(31) CCCCN(CCCC)S(=O)(=O)c1ccc2[nH]c(=O)[nH]c2c1
    -0.3, i, 7%, -46%, 0.0%, 13%, x, 1%, 0%
(32) COc1ccc(C(=O)NCC(=O)N=Nc2c(O)n(C)c3ccccc23)cc1OC
    1.5, i, 11%, -3%, 0.6%, 1%, -34%, -6%, -1%
(33) COc1cccc(C(=O)N2CCN(C(=O)c3ccc(-c4ccccc4)cc3)CC2)c1OC
    -2.0, i, 2%, -3%, 0.4%, 1%, u, 3%, 9%
(34) O=C1CCC(c2ccccc2)(C2CCN(Cc3ccccc3)CC2)C(=O)N1 (stereo not given)
    -1.4, x, 0%, 0%, 0.0%, 0%, -4%, -3%, -1%
(35) OCC1OC(n2cnc3c(=S)nc[nH]c32)C(O)C1O (stereo not given)
    x, x, x, -40%&-51%, x, 1%, 3%, x, 10µM*!
(36) NC(=O)COc1ccc(=O)n(-c2ccccc2)n1
    0.8, i, 4%, 3%, -0.4%, 8%, 5%, 2%, 0%
(37) Cc1ccccc1C(=O)N1CCCC(CCC(=O)N2CCN(c3ccccn3)CC2)C1 (stereo not given)
    1.0, i, 10%, -15%, 1.4%, -10%, 23µM*, -1%, -15%
(38) CCc1ccc(CNC(=O)C2CCCN(c3nn4c(=O)cc(C)nc4s3)C2)cc1 (stereo not given)
    0.1, i, -3%, 13%, 0.1%, -3%, -15%, -1%, -6%
(39) COC(=O)C1=C(CN2CCSCC2)NC(=O)NC1c1cc(C)ccc1C (stereo not given)
    -3.1, i, 3%, 3%, 0.1%, 1%, x, u, 1%
(40) C=CCn1c(=O)c(CCC(=O)Nc2ccc(N3CCOCC3)cc2)nc2cc(C(F)(F)F)ccc21
    -0.3, i, -3%, -2%, 0.5%, 7%, -7%, 2%, -4%
(41) CCc1ccc(C2CC(=O)c3c([nH]c(C(=O)OC4CCCC4)c3C)C2)cc1 (stereo not given)
    x, x, -5%, 6%, 0.4%, 2%, 18%, x, 8%
(42) CC1=[N+](CC(=O)NC(C)(C)C)CCc2ccccc21
    -13, i, -10%, 1%, -0.8%, -3%, 11%, 1%, 0%

A different layout for part of the listing above:
| nr | SMILES | CCT modulator | pAkt inh | Abeta yeast res | HepG2 tox | Nrf2 ARE act | A549 tox | Nrf2 inh | MmCpn inh | TGFb SMAD3 inh |
| --- | --- | --- | --- | --- | --- | --- | --- | --- | --- | --- |
| 31 | CCCCN(CCCC)S(=O)(=O)c1ccc2[nH]c(=O)[nH]c2c1 | -0.3 | i | 7% | -46% | 0.0% | 13% | x | 1% | 0% |
| 36 | NC(=O)COc1ccc(=O)n(-c2ccccc2)n1 | 0.8 | i | 4% | 3% | -0.4% | 8% | 5% | 2% | 0% |
| 32 | COc1ccc(C(=O)NCC(=O)N=Nc2c(O)n(C)c3ccccc23)cc1OC | 1.5 | i | 11% | -3% | 0.6% | 1% | -34% | -6% | -1% |
| 40 | C=CCn1c(=O)c(CCC(=O)Nc2ccc(N3CCOCC3)cc2)nc2cc(C(F)(F)F)ccc21 | -0.3 | i | -3% | -2% | 0.5% | 7% | -7% | 2% | -4% |
| 42 | CC1=[N+](CC(=O)NC(C)(C)C)CCc2ccccc21 | -13 | i | -10% | 1% | -0.8% | -3% | 11% | 1% | 0% |

Screening data deposited in PubChem by National Center for Advancing Translational Sciences (NCATS).
